Screens as filed in PubChem.
D1 antagonist – human D1 dopamine receptor antagonism. P21728. HEK293 TREx D1 cells, calcium flux, dopamine EC80; active compounds read low. activity change, negative = inhibition, % at 10 µM. hit rate 3.2% among 360,000. AID 504652; in the data active means activity change below about -30%; further: on the % scale 0 is the no-effect control and ±100 the full control effect
Target sequence (P21728 whole entry, looked up): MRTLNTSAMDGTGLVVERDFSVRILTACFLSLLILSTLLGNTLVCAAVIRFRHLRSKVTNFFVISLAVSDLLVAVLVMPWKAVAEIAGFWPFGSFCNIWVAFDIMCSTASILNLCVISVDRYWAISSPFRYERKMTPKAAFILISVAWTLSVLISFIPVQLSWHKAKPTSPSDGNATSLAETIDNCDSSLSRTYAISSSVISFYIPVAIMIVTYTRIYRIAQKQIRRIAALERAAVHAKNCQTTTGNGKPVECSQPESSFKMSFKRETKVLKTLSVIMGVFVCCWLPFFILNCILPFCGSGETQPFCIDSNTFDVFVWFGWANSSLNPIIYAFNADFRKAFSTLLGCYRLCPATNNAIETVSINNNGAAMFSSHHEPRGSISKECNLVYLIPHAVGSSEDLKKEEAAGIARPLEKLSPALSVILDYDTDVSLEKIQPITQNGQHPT
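Using tetracycline-induced force-coupled D1 Hek293 cells and a calcium dye, signals were followed for 180 s after compound, then for 180 s after EC80 dopamine, to detect inhibitors.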
Glioma ERSR ind – ER stress response induction in glioma; U87-MG GRP78 promoter luciferase reporter, 16 h; Potency, µM, for the others: at the highest dose activation, actives largely listed as activators; hit rate 0.02% among 420,000; AID 602332; further: potency means the concentration at half of the fitted maximal effect; series mostly up to about 76 µM; % of control where 0% means no effect; nearly all actives have a fitted effect of over 35% in size
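ERSR induction read as luciferase luminescence (Bright-Glo, 10 min at room temperature) in stably transfected human U87-MG glioma cells exposed to compounds for 16 h, using GRP78 as sensor.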
D1 ag – agonists of human D1 dopamine receptor; HEK293 T-REx D1 cells, calcium flux, agonist mode; activation, % at 2 µM; hit rate 1% among 360,000; AID 504660; in the data active means activation above about 30%; further: 0% is about no effect
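Agonism was scored from calcium flux recorded over 180 s (1 read/s) after pintool compound addition, following a 10-cycle baseline. Cells were inducible force-coupled HEK293 TREx D1, plated overnight at 30 C and loaded with no-wash calcium dye.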
D1 PAM – potentiators of human D1 dopamine receptor; P21728; AID 504651; HEK293 TREx D1 cells, calcium flux, dopamine EC20 potentiation; hit rate 0.036% among 360,000; potentiation, % at 10 µM; in the data active means potentiation above about 30%; further: 0% is about no effect
Vif-A3G inh – Vif-A3G binding inhibition | Q9HC16 | HeLa A3G-eYFP + Vif (tagged APOBEC3G with the HIV-1 protein that degrades it), YFP fluorescence, overnight | Potency, µM (highest dose often 46.1 µM), for the others: at the highest dose activity, negative = active, actives largely listed as inhibitors | hit rate 0.076% among 410,000 | AID 602310;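 further: potency means the concentration at half of the fitted maximal effect; on the % scale 0 is the no-effect control and ±100 the full control effect; nearly all actives have a fitted effect of over 60% in size; hits raise eYFP signal because A3G escapes Vif-driven loss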
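Read-out is eYFP fluorescence (Ex 488/Em 500-530) from Vif-expressing HeLa A3G-eYFP cells; more signal means A3G escaped Vif-mediated degradation. Cells plated overnight, compound pinned in, incubated overnight at 37 deg C.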
RXFP1 agonist – activates the human relaxin receptor RXFP1 | Q9HBX9 | AID 2676 | Potency, µM (titrated, usually from 57.5 µM), inactives show top-dose activation, actives largely listed as activators | hit rate 0.3% among 370,000 | HEK293T-RXFP1 cAMP TR-FRET, 30 min; response scale: percent of porcine relaxin response, buffer zero; further: potency means the concentration at half of the fitted maximal effect; on the % scale 0 is the no-effect control and ±100 the full control effect; nearly all actives have a fitted effect of over 60% in size; many of its hits are not listed in these tables
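HEK293T cells stably expressing RXFP1 were pretreated with the PDE4 inhibitor Ro 20174, exposed to compounds for 30 min at 37C, lysed, and cAMP was read by TR-FRET. Data normalized to buffer (basal) and 29 nM porcine relaxin (100%).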
D2 PAM – positively modulates the human D2 dopamine receptor allosterically | P14416 | HEK293 T-REx D2, calcium flux, EC20 dopamine potentiation | potentiation, % at 10 µM | hit rate 0.34% among 340,000;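 active means potentiation over 3 SD above the plate norm, cut at about 30% in these data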; further: 0% is about no effect
Target sequence (P14416 whole entry, looked up): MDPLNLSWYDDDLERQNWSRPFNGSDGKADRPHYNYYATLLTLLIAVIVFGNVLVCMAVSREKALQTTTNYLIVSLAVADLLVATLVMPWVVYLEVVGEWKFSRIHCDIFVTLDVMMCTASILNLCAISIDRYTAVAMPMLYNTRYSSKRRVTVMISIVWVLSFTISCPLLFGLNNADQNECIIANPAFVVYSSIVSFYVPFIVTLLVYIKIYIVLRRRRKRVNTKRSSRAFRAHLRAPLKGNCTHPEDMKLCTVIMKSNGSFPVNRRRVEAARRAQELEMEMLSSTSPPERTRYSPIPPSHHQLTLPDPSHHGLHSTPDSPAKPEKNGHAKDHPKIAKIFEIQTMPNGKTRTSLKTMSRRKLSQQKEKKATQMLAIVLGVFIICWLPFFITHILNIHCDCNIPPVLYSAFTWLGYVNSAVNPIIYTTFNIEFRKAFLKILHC
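Calcium flux readout, no-wash dye, 1 read/s. Inducible HEK293 Trex D2 line, overnight 30 C. Compound alone 180 s (agonist flags), then EC20 dopamine, another 180 s to score potentiation.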
RXFP1 antag – antagonists of human relaxin receptor RXFP1; HEK293-RXFP1, relaxin-stimulated cAMP HTRF, 30 min; active compounds read low; AID 1259400; hit rate 0.59% among 350,000; activity change, negative = inhibition, % at 57.5 µM;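 active means activity change of -60% or lower, but not beyond a set lower limit; inconclusive means change between -60% and -40%, or beyond the set limit; inactive means change above -40%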; further: on the % scale 0 is the no-effect control and ±100 the full control effect
Vif-APOBEC3F blk – inhibitors of Vif-A3F interaction. HeLa A3F-eYFP + Vif (tagged APOBEC3F with the HIV-1 protein that degrades it), YFP fluorescence increase. Potency, µM (titrated, usually from 46.1 µM), inactives show top-dose activity, negative = active. hit rate 0.2% among 390,000; further: potency means the concentration at half of the fitted maximal effect; % of control where 0% means no effect; nearly all actives have a fitted effect of over 65% in size
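Fluorescence increase (Ex 488/Em 500-530) after overnight compound treatment at 37 deg C flags inhibition of Vif-driven A3F-eYFP loss in stable HeLa A3F-eYFP/Vif cells seeded overnight beforehand.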
* marks the source's active call; other numbers are inactive results; ? = inconclusive; nt = no result given; & = joins results of further samples. Unless noted, the call rests on the fitted dose curve; in most records, active means well fitted curve in the direction sought with a large enough effect; inconclusive means small, poorly fitted or top-dose-only effect, or another doubt; inactive means no such curve, though single readings can be large; an effect the other way counts as inactive or inconclusive. Not all compounds are listed; count on the stated rates, not on these rows.

SMILES | D1 antagonist | Glioma ERSR ind | D1 ag | D1 PAM | Vif-A3G inh | RXFP1 agonist | D2 PAM | RXFP1 antag | Vif-APOBEC3F blk
Cc1n[nH]c(C)c1CN(C)C(=O)c1cc(COc2ccc(F)c(F)c2)on1 | 3.2 | 0.2% | 10.4 | -3.1 | -0.1% | -2.9% | 1.6 | -1.3 | 1.1%
CCOC(=O)CC(=O)Nc1ccc(Br)cc1C(=O)O | 14.4 | -0.1% | 1.9 | 1.0 | 3.7% | -1.0% | -2.6 | -8.8 | -7.0%
Cc1onc(-c2c(F)cccc2Cl)c1C(=O)NNC(=O)C1CCN(Cc2ccccc2)CC1 | 2.8 | -3.5% | 0.8 | -4.5 | -0.1% | -1.6% | -5.4 | -10.1 | -6.4%
CC(C)CC1(C(=O)NCCc2c[nH]c3ccccc23)C=CCN1C(=O)c1ccccc1 (centres undefined) | 2.9 | -2.9% | -3.7 | -1.3 | -3.9% | 2.6% | 5.5 | nt | 1.7%
CCC(=O)Nc1ccc(-c2nnc(SCC(=O)Nc3nccs3)n2C)cc1 | -15.8 | -1.2% | 0.0 | -5.4 | 3.5% | -0.1% | -0.9 | -5.3 | 5.2%
CC(c1nnnn1C(C)(C)C)N(Cc1cccnc1)Cc1ccccc1Cl (centres undefined) | -1.1 | -3.1% | 0.5 | -2.1 | -0.1% | -0.2% | 0.4 | 3.2 | -3.9%
COc1ccc(CCNC(=O)NC2CCCCC2)cc1 | 19.6 | 4.5% | -0.1 | 4.8 | -4.0% | -1.8% | 5.2 | 8.2 | -8.8%
CC1(c2nnc(-c3ccc(Cl)cc3)o2)CC(c2ccc(Cl)cc2)=NO1 (centres undefined) | -15.8 | -1.6% | 1.9 | -0.8 | 1.5% | 8.3% | 1.7 | nt | 3.8%
C/C(Cc1ccccc1)=N\NC(=O)c1ccc(F)cc1 | -11.2 | 2.4% | 4.4 | -4.3 | 1.5% | 0.3% | -5.0 | -13.5 | 1.3%
O=S(=O)(Nc1ccc2c(c1)OCCO2)c1cnc[nH]1 | 27.0 | -4.5% | 2.7 | 1.4 | 2.1% | 1.7% | nt | 0.3 | 1.6%
COc1ccc(N=c2scc(C)n2CCCN2CCCC2=O)cc1 | 14.5 | -6.4% | 0.3 | 6.0 | -0.4% | 4.8% | 3.2 | -0.8 | 8.7%
COc1cc2c(cc1OC)C(c1ccc(N(C)C)cc1)NCC2 (centres undefined) | -2.4 | -5.9% | 3.8 | -6.1 | -0.7% | -2.3% | -2.7 | -7.5 | 0.1%
CCN(CC)CCCN1C(=O)CSC1c1ccc([N+](=O)[O-])cc1 (centres undefined) | -4.1 | -6.4% | 0.1 | -2.6 | 3.9% | -0.3% | 9.0 | 1.9 | 0.1%
Clc1ccc2c(c1)CNc1c(ncnc1N1CCOCC1)O2 | -42.8* | -2.2% | 3.0 | -9.4 | ? | -2.1% | 7.6 | -4.2 | -3.8%
CC(=O)OCC(=O)C1(O)CCC2C3CCC4=CC(=O)C=CC4(C)C3C(=O)CC21C (centres undefined) | nt | -1.5% | nt | nt | -0.6% | nt | nt | 2.9 | -0.4%
CCCN(CCC)C(=O)C1CCN(c2cc(C)nc3c(-c4ccc(OC)c(OC)c4)c(C)nn23)CC1 | -7.6 | -1.7% | 3.1 | 2.2 | 0.7% | 9.0% | -1.6 | nt | 5.8%
c1nnc2c3c4c(sc3ncn12)CCCC4 | 7.0 | nt | 0.2 | 0.8 | nt | 7.7% | 1.7 | nt | nt
CC(C)(C)c1ccc(C(=O)NNc2cc(N3CCCCC3)nc(N3CCCCC3)n2)cc1 | 4.8 | -6.4% | 2.1 | -1.6 | -19.5% | -0.1% | 0.3 | -29.5 | nt
COc1ccc(NC(=O)CCc2c(C)nn(-c3ccc(N4CCCCC4)nn3)c2C)cc1Cl | -12.5 | -1.3% | 0.0 | 6.9 | -3.6% | 0.7% | -9.4 | 3.0 | 0.0%
Cc1cc(NC(=O)C2C3C(=O)N(CC4CCCO4)C(C(=O)NCc4ccccc4)C34C=CC2(C)O4)no1 (centres undefined) | -7.2 | -2.0% | 1.0 | -11.4 | 2.1% | -0.6% | 6.1 | -7.0 | -14.7%
CCC(C)NC(=O)CCCN1C(=O)CCn2nc(-c3cccn3C)cc21 (centres undefined) | -8.1 | -3.1% | -1.0 | 2.5 | 2.1% | 0.2% | 17.8 | -11.4 | -1.0%
CC(/C=C/c1ccco1)=N\NC(=O)c1cc(Cl)ccc1O | -2.9 | 4.7% | 4.2 | -6.5 | 1.2% | 1.2% | -12.7 | ? | -15.5%
CCN(CC(=O)Nc1ccc(Br)c(C)c1)CC(=O)NC(C)C | 4.4 | -1.7% | 5.8 | -0.7 | -0.8% | 1.3% | -4.1 | ? | 6.5%
COc1ccc2cc3c(N)nn(C(=O)c4ccccc4Cl)c3nc2c1 | 8.7&-2.8 | -1.5%&-3.9% | 2.1&2.3 | -6.7&-0.6 | 3.3%&2.0% | 0.0%&2.3% | -2.7&21.1 | -1.5 | 14.3%&7.9%
C/C(=N\Nc1ccc([N+](=O)[O-])cc1)c1ccc(-n2nncc2C)cc1 | 5.6 | -4.2% | 7.8 | -1.8 | -13.6% | 5.1% | -0.3 | -0.2 | -0.4%
Cc1c(C(=O)NCc2cccs2)oc2ccc(Br)cc12 | nt | 9.8% | 5.3 | 2.2 | -5.2% | 6.9% | 5.4 | 6.7 | 0.4%
C=CCC1(CC=C)CCCN1C(=O)c1cc(COc2ccc(F)c(F)c2)on1 | 54.0 | -8.3% | 23.1 | 0.6 | 2.5% | 1.3% | -0.6 | -16.5 | -20.1%
O=C(O)c1ccccc1C(=O)Nn1cnnc1 | 3.4 | 0.1% | 0.5 | -7.0 | -7.4% | 0.0% | 8.8 | 2.5 | -1.9%
Cc1ccc(NC(=O)NC2CCN(S(=O)(=O)c3ccc(F)cc3)CC2)cc1 | -53.4* | -2.3% | 2.7 | -7.4 | 4.1% | 0.3% | -12.9 | -9.5 | -0.6%
CC1=NN(C(N)=S)C(=O)C1N=Nc1ccc(Cl)cc1 (centres undefined) | -8.3 | -3.6% | 5.5 | -7.0 | -16.3% | 2.0% | -5.8 | -24.0 | 3.3%
O=C(CSc1nc2c(cnn2-c2ccc(F)cc2)c(=O)[nH]1)Nc1ccc(Br)cc1 | -0.2 | -1.9% | -0.1 | -0.2 | 1.1% | -1.8% | -14.0 | nt | 0.9%
Cn1c(=O)c2c(ncn2CC(=O)Nc2cc(S(=O)(=O)N3CCCCC3)ccc2O)n(C)c1=O | nt | -6.5% | nt | nt | -5.9% | nt | nt | 9.6 | -5.5%
O=C(NC1CCCCCC1)C1CCCN(c2ncccn2)C1 (centres undefined) | 0.2 | 0.0% | 0.3 | -2.1 | 3.5% | -1.6% | -20.4 | 9.1 | 0.0%
Cc1nc2c(C)cccn2c1C(=O)c1ccccc1 | -9.8 | -2.4% | -0.9 | nt | 5.3% | 0.1% | -6.5 | nt | 0.9%
Cc1onc(-c2ccccc2)c1C(=O)NCc1cccc(Cl)c1 | 0.3 | 0.5% | 0.8 | 5.3 | -0.6% | 0.4% | -10.0 | 0.8 | ?
CC1CCN(S(=O)(=O)c2ccc(C(=O)N3CCN(c4ccccc4F)CC3)cc2)CC1 | -24.8 | 0.1% | 2.1 | -2.5 | 5.0% | 1.4% | 0.3 | 2.2 | -6.5%
COC(CNC(=O)c1ccc2c(c1)ncn2-c1cccc(C)c1)OC | 5.2 | -0.9% | 2.9 | -9.8 | -4.4% | 3.0% | 15.9 | -2.4 | 6.8%
COc1cc(/C=C/C(=O)c2ccc(O)cc2)ccc1OCC#N | 6.2 | -9.0% | 7.3 | -1.4 | ? | 3.5% | 3.0 | 19.2 | -33.1%
O=C(O)CC/C(=C\c1ccccc1[N+](=O)[O-])c1nc2ccccc2s1 | 15.7 | -2.0% | 2.4 | -0.1 | 0.3% | -0.6% | 16.1 | -17.2 | 9.3%
Cc1ccc(NC(=O)C(=O)NCC2(c3ccccc3)CCCC2)cc1C | -4.5 | -2.2% | 0.0 | 5.8 | -0.1% | -3.6% | 13.9 | -13.1 | -2.0%
COCCCNC(=O)C1CCC(CNS(=O)(=O)c2ccc(Cl)cc2)CC1 (centres undefined) | -10.4 | -0.7% | 6.8 | 2.8 | 0.5% | -2.1% | 4.9 | 2.6 | -12.7%
Oc1ccc(/C=N/N(c2ccccc2)c2ccccc2)c(O)c1O | -9.3 | nt | 1.2 | -4.2 | nt | 2.2% | 2.1 | nt | nt
Cc1nnc(SCc2cc([N+](=O)[O-])cc3c2OCOC3)[nH]c1=O | -7.6 | -2.2% | 1.4 | -0.8 | -5.5% | -2.3% | -3.8 | -2.0 | 1.1%
COc1cccc(NC(=O)C2CCN(S(=O)(=O)c3ccc4c(c3)NC(=O)C(C)S4)CC2)c1 (centres undefined) | 7.6 | 0.0% | 4.8 | 4.6 | 7.0% | 1.8% | -6.0 | 0.2 | -3.6%
Cc1cc(C)cc(NC(=O)CCn2cnc3cc(C)c(C)cc32)c1 | -1.7 | 3.9% | 1.2 | -6.8 | -5.1% | 1.0% | 8.3 | -18.0 | -10.8%
Cc1ccc(NC(=O)Cn2cnc3c(oc4nc5c(cc43)COC(C)(C)C5)c2=O)cc1 | 28.5 | -4.1% | 1.5 | 15.6 | -5.0% | 3.3% | -16.0 | 1.6 | ?
CN(C)c1cc[n+](CC(=O)Nc2cc(C(F)(F)F)ccc2Cl)cc1 | 7.2 | -1.4% | 2.3 | -2.2 | 0.5% | 1.1% | -18.9 | -2.3 | -11.9%
Cc1ccc(COC(=O)CN2C(=O)NC3(CCCCC3C)C2=O)cc1 (centres undefined) | 3.9 | 0.8% | -0.3 | 1.9 | 0.3% | -1.0% | -2.8 | 5.6 | -5.2%
Cc1ccn2c(=O)nc(SCC(=O)N3CCC(C)CC3)nc2c1 | -6.9 | -0.8% | 1.9 | -0.7 | 0.2% | 5.5% | -4.0 | -1.3 | -7.8%

2 records picked at random from those above:
SMILES | D1 antagonist | Glioma ERSR ind | D1 ag | D1 PAM | Vif-A3G inh | RXFP1 agonist | D2 PAM | RXFP1 antag | Vif-APOBEC3F blk
CN(C)c1cc[n+](CC(=O)Nc2cc(C(F)(F)F)ccc2Cl)cc1 | 7.2 | -1.4% | 2.3 | -2.2 | 0.5% | 1.1% | -18.9 | -2.3 | -11.9%
Cc1nc2c(C)cccn2c1C(=O)c1ccccc1 | -9.8 | -2.4% | -0.9 | nt | 5.3% | 0.1% | -6.5 | nt | 0.9%
